# PTHR1 ag = qHTS for PTHR1 Agonists: Primary Screen. Parathyroid hormone/parathyroid hormone-related peptide receptor (Homo sapiens), Q03431. HEK293 GP2 PTHR1 cells, GloSensor cAMP luminescence, 1 h. Potency, µM (series often up to 115 µM), for inactives: top-dose activation, most hits filed as activators. 410,000 tested, 0.075% active; further: potency means the concentration at half of the fitted maximal effect; nearly all actives have a fitted effect of over 55% in size; some results filed as inactive show a strong effect at the top dose; inactives centre near -15; many of its hits are not listed in these tables
# Target sequence (Q03431 whole entry, looked up): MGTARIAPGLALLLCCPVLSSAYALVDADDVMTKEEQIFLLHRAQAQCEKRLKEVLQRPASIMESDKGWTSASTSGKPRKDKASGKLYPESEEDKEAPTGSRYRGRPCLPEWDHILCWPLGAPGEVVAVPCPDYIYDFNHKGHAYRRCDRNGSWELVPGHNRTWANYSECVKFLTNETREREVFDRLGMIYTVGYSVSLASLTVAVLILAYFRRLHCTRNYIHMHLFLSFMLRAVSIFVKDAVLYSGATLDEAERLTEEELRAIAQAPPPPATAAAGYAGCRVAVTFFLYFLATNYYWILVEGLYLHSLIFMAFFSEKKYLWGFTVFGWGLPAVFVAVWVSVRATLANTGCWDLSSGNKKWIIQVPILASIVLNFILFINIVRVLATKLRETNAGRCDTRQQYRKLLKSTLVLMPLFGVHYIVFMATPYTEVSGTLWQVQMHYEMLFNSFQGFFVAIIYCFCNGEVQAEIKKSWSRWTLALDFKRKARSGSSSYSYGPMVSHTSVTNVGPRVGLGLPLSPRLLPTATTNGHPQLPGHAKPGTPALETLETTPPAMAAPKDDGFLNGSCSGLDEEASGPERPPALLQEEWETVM
#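 HEK-293-derived GP2 cells expressing PTHR1 and a GloSensor cAMP reporter, 3,000/well, plated overnight, given luciferin plus IBMX (each 0.5 mM as added) for 1 h at 37 °C, then compound for 1 h at 37 °C. Luminescence was read after 15 min at room temperature.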
# aSyn yeast inh = qHTS of alpha-syn Inhibitors. AID 652106, 2013. Yeast expressing alpha-synuclein, growth rescue, BacTiter-Glo, 24 h. Potency, µM (highest dose often 46.1 µM), inactives show at the highest dose growth rescue (activation), hits mostly activators. 370,000 tested, 0.14% active; further: potency means the concentration at half of the fitted maximal effect; % of control where 0% means no effect; nearly all actives have a fitted effect of over 65% in size
#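 Readout is rescue of growth in alpha-synuclein-expressing yeast, so inhibitors of toxicity appear as activators. Growth after 24 hr at 30 deg C in galactose medium is quantified by luminescence.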
# Abeta yeast res = qHTS for compounds that reverse cellular toxicity of Amyloid beta (A-beta) peptide in yeast: Primary Screen; AID 1347071, 2019; Potency, µM (doses to about 46.1 µM), for the others: at the highest dose growth rescue, hits mostly activators; yeast expressing A-beta42, growth rescue, OD600, 48 h; response scale: 0% DMSO, 100% iron-clioquinol control; 410,000 tested, 0.063% active; further: potency means the concentration at half of the fitted maximal effect; nearly all actives have a fitted effect of over 55% in size
#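 Growth rescue measured by 600 nm absorbance after 48 h yeast culture at 30 C with compound. Values normalized between DMSO and an equimolar ferric chloride plus clioquinol control.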
# TDP43 rescue = qHTS of TDP-43 Inhibitors | TDP-43 expressing yeast growth rescue, BacTiter-Glo, 24 h | Potency, µM (series often up to 46.1 µM), for inactives: at the top dose growth rescue (activation), hits mostly activators | 410,000 tested, 1.8% active; further: potency means the concentration at half of the fitted maximal effect; % of control where 0% means no effect; nearly all actives have a fitted effect of over 50% in size
#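 Yeast cells expressing TDP-43 under galactose induction are exposed to compounds for 24 hr at 30 deg C. BacTiter-Glo luminescence measures growth, so protective compounds score as activators.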
# GLP-1R inv ag = qHTS of GLP-1 Receptor Inverse Agonists (Inhibition Mode); Glucagon-like peptide 1 receptor (Homo sapiens), P43220; HEK293 GLP-1R CRE-luciferase, luminescence, 24 h; GLP-1R form is constitutively active; 410,000 tested, 1.6% active; Potency, µM (series often up to 38.3 µM), without a hit: top-dose activity change, negative = inhibition, most hits filed as inhibitors; further: potency means the concentration at half of the fitted maximal effect; on the % scale 0 is the no-effect control and ±100 the full control effect; nearly all actives have a fitted effect of over 55% in size
# Target sequence (P43220 whole entry, looked up): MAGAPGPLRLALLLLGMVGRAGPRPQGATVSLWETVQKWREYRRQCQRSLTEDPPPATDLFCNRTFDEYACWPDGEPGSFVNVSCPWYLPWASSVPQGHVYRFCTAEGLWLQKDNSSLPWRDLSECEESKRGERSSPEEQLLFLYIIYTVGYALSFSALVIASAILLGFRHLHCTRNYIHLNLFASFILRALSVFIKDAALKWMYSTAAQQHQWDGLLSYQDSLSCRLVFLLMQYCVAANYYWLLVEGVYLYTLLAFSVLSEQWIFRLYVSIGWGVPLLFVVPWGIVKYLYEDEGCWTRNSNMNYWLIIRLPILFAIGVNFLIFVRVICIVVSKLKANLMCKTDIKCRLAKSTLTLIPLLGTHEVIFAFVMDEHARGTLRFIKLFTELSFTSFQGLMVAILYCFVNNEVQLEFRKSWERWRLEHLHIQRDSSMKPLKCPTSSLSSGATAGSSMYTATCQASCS
#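 qHTS in 1536-well format: reporter HEK293 cells expressing constitutive GLP-1R activity in DMEM + 10% Nu serum, 24 hr with compounds at 37 deg C, luminescence read after 12 min with detection reagent.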
# Mm-Cpn inhibitor = Inhibitors of TCP-1 ring complex (TRiC) of Methanococcus maripaludis (MmCpn): qHTS; Chaperonin Mm-Cpn (Methanococcus maripaludis); purified Mm-Cpn ATPase, ADP Transcreener TR-FRET; Potency, µM (titrated, usually from 76.9 µM), inactives show at the highest dose activity, negative = inhibition, usual class: inhibitors; 330,000 tested, 0.031% active; further: potency means the concentration at half of the fitted maximal effect; on the % scale 0 is the no-effect control and ±100 the full control effect; nearly all actives have a fitted effect of over 80% in size
#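 25 nM Mm-CPN + cpd, 10 min 37°C; + 10 uM ATP, 30 min 37°C; buffer 30 mM Tris pH 7.4, 100 mM KCl, 5 mM MgCl2, 1 mM DTT; Transcreener ADP HTRF detection 30 min RT.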
# FUS suppressor = qHTS for Suppressors of FUS Proteinopathy: Primary screen using FUS-linked yeast assay; S. cerevisiae FUS-expressing, growth rescue, OD600, 24 h; Potency, µM (highest dose often 76.6 µM), inactives show at the highest dose growth rescue (activation), usual class: activators; 390,000 tested, 0.24% active;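 further: potency means the concentration at half of the fitted maximal effect; plate controls were DMSO vehicle for no effect and reference control for full effect; nearly all actives have a fitted effect of over 55% in size; some results filed as inactive show a strong effect at the top dose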
#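 Toxicity suppression screen in FUS-yeast. Cells induced with 2% galactose, starting OD 0.005, treated 24hr at 30C with compounds at multiple final concentrations; growth by OD600.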
# GLP1R cytotox = qHTS of GLP-1 Receptor Inverse Agonists: Cytotox Screen. Potency, µM (top dose mostly 38.3 µM), for inactives: at the highest dose activity change, negative = inhibition, usual class: inhibitors. 410,000 tested, 0.13% active. AID 624418, 2012. HEK293 cAMP-luciferase reporter cells, luminescence, 24 h;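 further: loss of luciferase light is scored as toxicity; potency means the concentration at half of the fitted maximal effect; on the % scale 0 is the no-effect control and ±100 the full control effect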
#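 To flag toxic compounds, the library was rerun on cells for 24 hr at 37 deg C and 5% CO2. Viability-linked luminescence was captured 12 min after adding luciferase detection reagent.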
# pAkt inh = HTS Assay for Inhibitors of Akt Phophorylation: Primary Screen. Neuro2A IGF-stimulated pAkt S473 HTRF, 20 min; stronger effect = lower value. activity change, % for hits at 50 µM. 360,000 tested, 0.32% active. AID 651550, 2012; in the data active means activity change below about -80%; inconclusive means mostly about -51% to -80%; further: on the % scale 0 is the no-effect control and ±100 the full control effect
#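 Neuro2A cells in DMEM with 0.5% FBS, overnight at 37 deg C, given compound at single 50 µM final, then IGF (6 nM final) for 20 min at 37 deg C. Lysed; phospho-Akt Ser473 by HTRF after 24 h, 665/615 ratio.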
# The depositor's hits bear a star; i = inactive; u = inconclusive; x = not tested or not shown; [ ] = dose if it differs, or a comment. Unless noted, the call rests on the fitted dose curve; in most records, active means well fitted curve in the direction sought with a large enough effect; inconclusive means small, poorly fitted or top-dose-only effect, or another doubt; inactive means no such curve, though single readings can be large; an effect the other way counts as inactive or inconclusive.
SMILES,PTHR1 ag,aSyn yeast inh,Abeta yeast res,TDP43 rescue,GLP-1R inv ag,Mm-Cpn inhibitor,FUS suppressor,GLP1R cytotox,pAkt inh
CC(C)Oc1cccc(C(=O)NC(=S)Nc2cccc(C(F)(F)F)c2)c1,-53%[inhibitor],-21%,9%,-24%,u,-2%,-9%,u,i
CCCc1cc(=O)oc2cc3oc(C)c(C)c3cc12,i,-5%,0%,18%,12%,-1%,x,8%,i
CCOC(=O)C1=C(C)NC2=C(C(=O)CC(C)(C)C2)C1c1coc2ccccc2c1=O (stereo not drawn),-16%[57.5 µM],2%,16%,-16%,0%,1%,20%,-14%,i
O=C(COC(=O)C1(c2ccc(F)cc2)CCCC1)N1CCOCC1,i,-1%,0%,-4%,-1%,-5%,-10%,1%,i
COc1cccc(CNC(=O)c2ccc(S(=O)(=O)N3CCCCC3)cc2)c1,-11%,7%,6%,23%,-13%,x,-16%,-8%,i
CCOC(=O)CSc1nc2ccccc2c(=O)n1CCCCCC(=O)NCc1ccco1,0%[57.5 µM],6%,11%,u,0%,-8%,16%,6%,i
Nc1c(-c2nc(-c3cccs3)no2)nnn1-c1ccc(Cl)cc1,-24%,x,-5%,0%,-1%,x,-16%,1%,x
Cc1noc(C)c1S(=O)(=O)N1CCN(c2ccccc2Cl)CC1,-10%,19%,u,20%,-18%,-1%,-3%,16%,i
O=C(CCC1CCCN(C(=O)C2(c3ccccc3)CC2)C1)N1CCN(c2ccccn2)CC1 (stereo not drawn),-45%[inhibitor],0%,10%,-18%,-32%,4%,-5%,-28%,i
CCOC(=O)N1CCC(NS(=O)(=O)c2cc(C(=O)OC)n(C)c2)CC1,-9%,5%,0%,20%,2%,3%,-20%,-5%,i
COc1cc2c(cc1N/C=C(\C#N)c1nc(-c3ccc(F)cc3)cs1)oc1ccccc12,-3%,-7%,-4%,-10%,18%,1%,15%,11%,i
Cc1oc(-c2ccccc2F)nc1CS(=O)CC(=O)NCc1ccccc1 (stereo not drawn),-8%,-4%,2%,-19%,-1%,0%,-17%,-3%,i
CCCC(C)(C)C(=O)N1CCC1(C)C(=O)Nc1cccc2ccccc12 (stereo not drawn),-8%,u,3%,u,u,x,24%,11%,i
COc1ccc(S(=O)(=O)NCCCN2CCCC2=O)cc1OC,-2%,-1%,11%,-11%,-14%,2%,8%,-2%,i
CCc1ccc(/C=C2\SC(=S)N(CCCC(=O)Nc3ccccn3)C2=O)cc1,-20%[57.5 µM],2%,10%,-2%,u,0%,-11%,-20%,i
O=C(Nc1nc(-c2ccc(F)c(F)c2)cs1)c1cc([N+](=O)[O-])ccc1N1CCOCC1,i,-4%,0%,-20%,9%,1%,x,0%,i
Cc1nnc(SCC(=O)Nc2ccc(Cl)cn2)[nH]c1=O,i,0%,-3%[9.22 µM],3%,2%,2%,-25%,5%,i
CCN1C(=O)c2cccc3c(S(=O)(=O)Nc4ccncc4)ccc1c23,i,6%,-12%,6%,0%,-8%,13%,164%[activator],i
CCOC(=O)c1cc(-c2ccccc2)n(CC2CC(c3ccc(OC)cc3)=NO2)n1 (stereo not drawn),i,-4%,3%,u,u,-5%,-5%,4%,i
COc1cc2ccccc2cc1C(=O)OCC(=O)c1c(N)n(C)c(=O)n(C)c1=O,-5%,0%,1%,-4%,-18%,-2%,x,-17%,i
O=C1CCCC2=C1Sc1ccc(Cl)cc1N2,i,-17%,-20%,-5%,-12%,-12%,6%,1%,i
CCSc1nc2sc3c(c2c(=O)[nH]1)CCc1ccccc1-3,17%,0%,-16%,-11%,-12%,-7%,6%,4%,i
O=C1CC(c2ccco2)Cc2nc(NCC3CCCO3)ncc21 (stereo not drawn),-12%[57.5 µM],5%,18%,-1%,9%,2%,-16%,-10%,i
COc1cc(N)cc(NC(=O)c2ccncc2)c1,-34%[inhibitor][57.5 µM],5%,-2%,15%,13%,0%,-1%,-1%,i
COc1ccccc1CNC(=O)CCC(=O)n1ncc2cc(C)ccc21,i,2%,-12%,0%,-15%,0%,-2%,-17%,i
SMILES,PTHR1 ag,aSyn yeast inh,Abeta yeast res,TDP43 rescue,GLP-1R inv ag,Mm-Cpn inhibitor,FUS suppressor,GLP1R cytotox,pAkt inh
Cc1ccc(S(=O)(=O)N(CC(=O)N/N=C/c2ccco2)Cc2ccccc2)cc1,i,5%,7%,-11%,0%,2%,21%,8%,i
OCC1(Cc2ccccc2)CCN(Cc2cccc(F)c2F)CC1,-9%,4%,5%,10%,u,-1%,-3%,5%,i
NC(=O)c1nsc(C(=O)N(CCc2ccccc2)C(C(=O)NC2CCCC2)c2ccco2)c1N (stereo not drawn),-4%,1%,8%,-21%,u,0%,17%,-8%,i
CCOC(=O)N1CCN(C(=O)CN(c2ccc(C)c(C)c2)S(=O)(=O)c2ccccc2)CC1,-12%[57.5 µM],8%,2%,11%,u,-1%,28%,-28%,i
COCOCCn1cc(CN2CCS(=O)(=O)N(Cc3ccc(-c4ccc(Cl)c(Cl)c4)cc3)C(C(C)C)C2=O)nn1 (stereo not drawn),-39%[inhibitor],u,-7%,35µM*,u,x,u,u,i
CCOC(=O)c1nn(-c2ccc(OCC)cc2)c2nc(-c3cccc(OC)c3)c(C#N)c(=O)n12,-15%,0%,7%,15%,0%,-5%,x,19%,i
CCC(C(=O)NCc1ccco1)N(C(=O)CNS(=O)(=O)c1ccccc1)c1ccc(OC)cc1 (stereo not drawn),5%[57.5 µM],-3%,9%,-36%[inhibitor],0%,-3%,29%,2%,i
NC(Cc1ccc(Cl)cc1)c1csc(NC(=O)NCCc2ccccc2)n1 (stereo not drawn),i,-21%,5%,25%,-18%,x,27%,4%,i
Cc1cc(C)cc(NC(=O)CCS(=O)(=O)c2cc3c4c(c2)CCN4C(=O)CC3)c1,i,x,-2%,u,-7%,x,-9%,1%,x
CCN(CC)S(=O)(=O)c1csc(C(=O)NCc2ccccc2)c1,u,-2%,13%,3%,0%,1%,32%,5%,i
O=C(N/N=C/c1cccc(Br)c1)C1CC(=O)N(c2ccccc2)C1 (stereo not drawn),i,4%,9%,-11%,-30%,1%,2%,-3%,i
Cc1ccccc1N1CC(C(=O)Nc2nnc(SCCN3CCOCC3)s2)CC1=O (stereo not drawn),i,-4%,12%,20%,43%[activator],-12%,19%,-2%,i
O=c1[nH]c(/C=C2\C=Nc3ccccc32)c(O)n1Cc1ccccc1F,-40%[inhibitor],12%,-14%,14%,-44%,-1%,1%,-28%,i
COc1cccc(N2CC(=O)N(NC(=O)CSc3nc(C)cc(C)c3C#N)CC2=O)c1,7%,2%,-11%,-31%[inhibitor],24%,-8%,23%,6%[1.53 µM],i
O=C(O)CSCC(=O)NCc1ccc(Cl)cc1Cl,i,12%,-20%,-5%,u,0%,13%,13%,i
CCOC(=O)N1CCN(C(=O)COc2cccc3c2CCN(CC)C3=O)CC1,i,-1%,22%,-4%,-2%[7.66 µM],-2%,-5%,5%[7.66 µM],i
NS(=O)(=O)c1ccc(NC(=O)/C=C/c2cccc(Cl)c2)cc1,-10%,-7%,-3%,-7%,u,3%,-1%,-18%,i
CCCN1C(=O)c2ccc(C(=O)Nc3cc(C)on3)cc2C1=O,-4%[57.5 µM],-5%,-8%,12%,4%,2%,7%,11%,i
CC1=CC(C)(C)N2C(=O)C3(C(C#N)=C(N)Oc4cc(C)oc(=O)c43)c3cc(C)cc1c32 (stereo not drawn),-23%,x,3%,-10%,-12%,x,-1%,u,x
CCOc1ccc2ncc3c(-c4cccc(OC)c4)nn(-c4ccccc4)c3c2c1,18%,x,-8%,u,-10%,x,29%,1%,x
COc1ccccc1CNC(=O)[C@H](C)NC(=O)C1CCN(C(=O)[C@@H](N)C(C)C)CC1,-18%,17%,-11%,1%,10%,1%,-22%,-24%,i
c1ccc(-c2csc(Nc3cccnc3)n2)nc1,-32%[inhibitor][57.5 µM],0%,13%,-18%,3%,1%,34%,-19%,i
Cc1cc(C)c2c(=O)cc(C(=O)Nc3sc4c(c3C(=O)NCc3ccccc3)CCCC4)oc2c1,i,x,-4%,23%,9%,x,-9%,-5%,x
CCN(Cc1nc2cc(OC)c(OC)cc2c(=O)[nH]1)C(=O)c1ccc(S(=O)(=O)N(C)C)cc1,-18%,2%,-22%,7%,34%[activator],-4%,27%,-11%,i
CCC(=O)Nc1cc(C(=O)NCc2ccc(C)cc2)ccc1S(=O)(=O)c1ccc(C)cc1,-10%,x,-10%,-3%,u,x,u,-6%,x

# Compound profiles (already shown):
# Entry for CCN(Cc1nc2cc(OC)c(OC)cc2c(=O)[nH]1)C(=O)c1ccc(S(=O)(=O)N(C)C)cc1 : PTHR1 ag = -18%; aSyn yeast inh = 2%; Abeta yeast res = -22%; TDP43 rescue = 7%; GLP-1R inv ag = 34%[activator]; Mm-Cpn inhibitor = -4%; FUS suppressor = 27%; GLP1R cytotox = -11%; pAkt inh = i
# Entry for COCOCCn1cc(CN2CCS(=O)(=O)N(Cc3ccc(-c4ccc(Cl)c(Cl)c4)cc3)C(C(C)C)C2=O)nn1 (stereo not drawn) : PTHR1 ag = -39%[inhibitor]; aSyn yeast inh = u; Abeta yeast res = -7%; TDP43 rescue = 35µM*; GLP-1R inv ag = u; Mm-Cpn inhibitor = x; FUS suppressor = u; GLP1R cytotox = u; pAkt inh = i

# Only part of the results is shown; the hit share may differ from the screen's.
